Bioassay records as filed in PubChem.
Neddylation inh = inhibitors of cullin neddylation, primary screen, biochemical, TR-FRET, uHTS, NAE and Ubc12 | NEDD8-conjugating enzyme Ubc12 (Homo sapiens) + NEDD8-activating enzyme E1 regulatory … | calls only at 25 µM | actives 0.58% (n = 360,000) | AID 651699, 2012; in the data active = inhibition above about 36%
Target sequence (P61081 whole entry, looked up): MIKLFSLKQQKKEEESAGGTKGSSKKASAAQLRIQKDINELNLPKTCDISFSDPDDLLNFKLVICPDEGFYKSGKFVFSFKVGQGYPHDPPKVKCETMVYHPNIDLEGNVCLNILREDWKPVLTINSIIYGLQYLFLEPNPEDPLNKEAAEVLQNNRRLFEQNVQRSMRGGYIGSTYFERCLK
Target sequence (Q13564 whole entry, looked up): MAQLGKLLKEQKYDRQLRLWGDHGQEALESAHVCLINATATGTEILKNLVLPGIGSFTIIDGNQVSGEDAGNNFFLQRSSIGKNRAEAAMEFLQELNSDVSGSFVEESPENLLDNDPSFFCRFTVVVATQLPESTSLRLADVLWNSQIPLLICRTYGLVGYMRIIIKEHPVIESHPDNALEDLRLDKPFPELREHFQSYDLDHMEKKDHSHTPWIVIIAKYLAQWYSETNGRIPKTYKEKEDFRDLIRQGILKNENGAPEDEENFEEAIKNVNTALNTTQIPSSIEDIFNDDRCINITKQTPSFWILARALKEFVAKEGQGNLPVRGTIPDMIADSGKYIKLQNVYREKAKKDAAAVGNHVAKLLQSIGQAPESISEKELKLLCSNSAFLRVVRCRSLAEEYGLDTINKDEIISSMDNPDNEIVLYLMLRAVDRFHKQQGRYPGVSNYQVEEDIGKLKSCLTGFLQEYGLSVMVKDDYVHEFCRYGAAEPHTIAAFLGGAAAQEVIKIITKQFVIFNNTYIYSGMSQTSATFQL
Rin1 Abl inh = inhibitors of Rin1-Abl protein binding, primary screen, biochemical, TR-FRET | inhibition, % at 7.35 µM | actives 0.4% (n = 360,000) | Tyrosine-protein kinase ABL1 (Homo sapiens) + Ras and Rab interactor 1 (Homo sapiens), …; in the data active = inhibition above about 5%, passing the limit was not always enough
E coli Lon inh = inhibitors of E. coli Lon protease, primary screen, biochemical, fluorescence polarization; purified E. coli Lon protease; inhibition, % at 7.94 µM; actives 0.42% (n = 360,000); in the data active = inhibition above about 13%, passing the limit was not always enough;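 also: 0% = enzyme with probe and DMSO and 100% = no enzyme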
MsrA inh = bovine MsrA enzyme inhibitors, primary screen, biochemical, absorbance, HTS; Methionine sulfoxide reductase A (Bos taurus); purified bovine MsrA, absorbance read-out; inhibition, % at 15.5 µM; actives 0.75% (n = 360,000); AID 651718, 2012; in the data active = inhibition above about 4.5%;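 also: 0% = vehicle wells with enzyme and 100% = reference inhibitor wells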
bovine MsrA act = bovine MsrA enzyme activators, primary screen, biochemical, absorbance, HTS. Methionine sulfoxide reductase A (Bos taurus). purified bovine MsrA, absorbance read-out. activation, % at 10.6 µM. actives 0.3% (n = 360,000); in the data active = activation above about 7.5%;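 also: 0% = vehicle and 100% = reference activator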
MT1-MMP act inh = blockers of MT1-MMP proenzyme processing, primary screen, HT1080 RFP-PRO-GFP cells, GFP/RFP fluorescence. Matrix metalloproteinase-14 (Homo sapiens), P50281. GFP/RFP ratio fluorescence, overnight; percent of plate control window, DMSO zero. GFP/RFP ratio change, % at 20 µM. actives 0.061% (n = 360,000). AID 651647, 2012;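 active = GFP/RFP ratio change of at least 30% with cell ATP level not reduced by more than half and red fluorescence within 50% of control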; also: strong numbers were not always called active
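Test system: HT1080 RFP-PRO-GFP cells; Benchmarks: DMSO and RFP-L50D-GFP cell wells; Timing: cells overnight before dosing, compound overnight, 37 °C, 5% CO2; Compound: one 20 µM compound dose with 1% DMSO; Read-out: GFP/RFP fluorescence ratio.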
SKN-1 inh = suppressors of acrylamide-induced Pgst-4::GFP reporter in worms, primary screen, SKN-1 inhibitor project, whole organism, uHTS, GFP/RFP fluorescence ratio, strain VP596; C. elegans VP596 Pgst-4::GFP/RFP ratio, 24 h; inhibition, % at 21.8 µM; actives 0.49% (n = 360,000); AID 624304, 2012;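 active = interference check ratio from 0.5 to 1.5 plus GFP to RFP signal ratio inhibition reaching or exceeding a fixed threshold, cut at about 30% in these data, passing the limit was not always enough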; also: some compounds called inactive have numbers as strong as hits
FAS TE block = FAS thioesterase domain inhibitors, primary screen, biochemical, fluorescence intensity, uHTS. actives 0.67% (n = 360,000). inhibition, % at 15 µM. recombinant FAS-TE, OMFH fluorogenic substrate, fluorescence endpoint. Fatty acid synthase (Homo sapiens), P49327;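 active = compounds whose normalised, plate-corrected inhibition of enzyme fluorescence in the single-dose primary screen is 50% or more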;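 also: 0% = DMSO with enzyme and 100% = substrate without enzyme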
NRP1-CendR mod = modulators of CendR peptide binding to NRP-1, primary screen, biochemical, fluorescence polarization, uHTS | FAM-RPARPAR peptide binding to NRP-1 | Neuropilin-1 (Homo sapiens), O14786 | actives 0.85% (n = 360,000) | inhibition, % at 25 µM;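 active = inhibition or corrected inhibition above about 18%, plus a signal ratio from 0.5 to 1.5, limit read from the data, passing the limit was not always enough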; also: strong numbers were not always called active
Numbers without * were called inactive; i = inactive; . = no result given.

Value order – Neddylation inh	Rin1 Abl inh	E coli Lon inh	MsrA inh	bovine MsrA act	MT1-MMP act inh	SKN-1 inh	FAS TE block	NRP1-CendR mod
> Cc1cc(Cl)ccc1OCC(=O)NNC(=O)c1ccc(=O)[nH]c1
 : i	0	-8	-0.4	1	-1	3	-9	9
> Nc1nonc1-n1nnc(C(=O)N/N=C/c2ccccn2)c1-c1ccccc1
 : i	-2	-7	0.7	-9	-2	1	-6	-12
> COC(=O)c1cc(C(=O)Nc2ccc(S(=O)(=O)NC(C)(C)C)cc2)cc([N+](=O)[O-])c1
 : i	-1	-3	0.4	-2	6	-3	-6	1
> CCCC(C)NC(=O)CSc1nc(-c2ccccc2)cn1N (configuration not stated)
 : i	0	5	0.3	-3	2	2	-2	-12
> O=[N+]([O-])c1cccnc1N1CCN(Cc2ccc3c(c2)OCO3)CC1
 : i	-3	5	0.1	-2	1	-16	22	-6
> COC(=O)c1cc(S(=O)(=O)N(C)Cc2ccco2)c[nH]1
 : i	3	-2	-0.8	-1	3	11	-1	-3
> Cc1cc(C)nc(Nc2nc(-c3ccccc3)cs2)n1
 : i	-1	-1	-0.2	-4	1	25	13	2
> O=C1CC(=O)N(C2CCCCC2)C(=O)N1c1ccccc1S(=O)(=O)Oc1ccccc1
 : i	4	-61	1.0	-7	-11	13	-3	-52
> COc1ccc(CCNC(=O)CN(c2ccccc2)S(=O)(=O)c2ccccc2)cc1
 : i	2	-5	0.0	2	-3	-2	1	-7
> CCOC(=O)c1cc(NC(=O)CSCCO)ccc1Cl
 : i	2	-11	-1.5	-6	1	-1	-9	9
> O=C(Nc1ccc(C(F)(F)F)cc1)c1csc(-c2ccncc2)n1
 : i	1	-8	1.1	-5	0	8	16	-3
> Cc1nnc(SCC(=O)NCc2ccccc2Cl)n(N)c1=O
 : i	0	5	0.3	-1	7	8	-7	6
> O=C(CSc1nnc2ccccn12)NC(=O)NC1CCCC1
 : i	1	13	-1.2	-3	.	1	-3	-13
> Cc1ccc(N(CC(O)CN2C(=O)NC(C)(C)C2=O)S(=O)(=O)c2ccc([N+](=O)[O-])cc2)cc1 (configuration not stated)
 : i	4	2	-0.1	-3	3	-2	11	7
> Cc1nn(C)cc1/C=N/NC(=O)C(C)(C)Oc1ccc(Cl)cc1
 : i	-1	-3	-1.1	2	-1	-2	-6	-5

Two entries from above, in markdown:
| molecule | Neddylation inh | Rin1 Abl inh | E coli Lon inh | MsrA inh | bovine MsrA act | MT1-MMP act inh | SKN-1 inh | FAS TE block | NRP1-CendR mod |
| --- | --- | --- | --- | --- | --- | --- | --- | --- | --- |
| O=[N+]([O-])c1cccnc1N1CCN(Cc2ccc3c(c2)OCO3)CC1 | i | -3 | 5 | 0.1 | -2 | 1 | -16 | 22 | -6 |
| COC(=O)c1cc(S(=O)(=O)N(C)Cc2ccco2)c[nH]1 | i | 3 | -2 | -0.8 | -1 | 3 | 11 | -1 | -3 |

Going on with the list.
Value order – Neddylation inh	Rin1 Abl inh	E coli Lon inh	MsrA inh	bovine MsrA act	MT1-MMP act inh	SKN-1 inh	FAS TE block	NRP1-CendR mod
> CCCC(=O)N1CC(=O)Nc2ccc(F)cc2C1c1ccccc1 (configuration not stated)
 : i	1	-2	0.1	-7	2	-18	-4	2
> Cc1cc(O)c(-c2ccno2)cc1Cl
 : i	1	10	0.1	-5	0	6	-1	4
> COc1ccc(CCN(C)Cc2cccc3ccccc23)cc1OC
 : i	-3	-7	-0.7	-3	-2	13	2	7
> CCOC(=O)C1C(=O)NCC1c1ccccc1 (configuration not stated)
 : i	2	8	-0.6	-2	-5	14	-6	0
> CCc1nc2ccc(C(=O)NCc3ccc(OC)cc3)cn2c1N(CC)CCOC
 : i	0	-2	0.6	0	-2	2	-5	3
> O=C(O)c1ccc(-c2ccc(O)c(F)c2)cc1
 : i	1	-5	0.9	-13	-4	-3	-8	-1
> CCOc1ncccc1C(=O)OC(C)C(=O)NC1CCCCC1 (configuration not stated)
 : i	-3	2	-0.1	-3	-3	10	-1	2
> Cc1ccc(NC(=O)C2CCN(S(=O)(=O)c3ccc4c(c3)NC(=O)CO4)CC2)cc1C
 : i	6	1	-1.4	-1	-3	4	3	20
> CCC1(c2ccc(Cl)cc2)NC(=O)N(CC(=O)NCc2ccc(F)cc2)C1=O (configuration not stated)
 : i	2	-1	-0.7	-2	5	27	7	-15
> O=C(NCCCn1ccnc1)c1ccc(Br)o1
 : i	2	-3	-0.6	-9	2	-5	-9	6
> O=C(Nc1nc2c(F)cc(F)cc2s1)c1ccccn1
 : i	1	-8	1.3	-4	7	37*	1	-17
> CCCNC(=O)c1ccccc1NC(=O)C1COc2ccccc2O1 (configuration not stated)
 : i	1	-9	-0.1	-6	-3	1	0	2
> CC(NS(=O)(=O)c1cccc(Cl)c1F)[C@H](O)c1ccccc1 (some centres not stated)
 : i	-2	-11	0.1	-1	4	-6	-9	1
> COC(=O)C[C@@H]1CC[C@H](NS(=O)(=O)c2cccc(F)c2)[C@@H](CO)O1
 : i	.	.	0.6	.	-2	-16	.	10
> Cn1c(=O)c2c(SCC(=O)NC3CCCC3)nc(CC(C)(C)C)nc2n(C)c1=O
 : i	1	-3	0.6	-2	-4	-9	2	-12

Ordered by value in NRP1-CendR mod (smallest number first): some entries from above
mol | NRP1-CendR mod
Cn1c(=O)c2c(SCC(=O)NC3CCCC3)nc(CC(C)(C)C)nc2n(C)c1=O | -12
CC(NS(=O)(=O)c1cccc(Cl)c1F)[C@H](O)c1ccccc1 (some centres not stated) | 1
CCCNC(=O)c1ccccc1NC(=O)C1COc2ccccc2O1 (configuration not stated) | 2

(next part)
Value order – Neddylation inh	Rin1 Abl inh	E coli Lon inh	MsrA inh	bovine MsrA act	MT1-MMP act inh	SKN-1 inh	FAS TE block	NRP1-CendR mod
> CC(=O)Nc1ccc(S(=O)(=O)NCc2ccc(C(=O)NCc3ccc4c(c3)OCO4)cc2)cc1
 : i	1	0	-1.1	1	0	-2	-8	3
> O=C1CN(C(=O)c2cc3ccccc3oc2=O)C(c2ccc(F)cc2)c2cc(Br)ccc2N1 (configuration not stated)
 : i	-2	5	0.2	-1	-4	8	18	-4
> COC(=O)Cn1cc(C#N)c2ccccc21
 : i	-3	9	-0.2	1	2	3	-2	-39
> CCN1CC(c2ccccc2)C(c2ccc(Cl)cc2)=N1 (configuration not stated)
 : .	-2	-6	-0.3	-3	-5	8	23	0
> CO/N=C/c1ccc(N2CCCC2)c([N+](=O)[O-])c1
 : i	-7	-3	2.9	17*	5	14	4	1
> Cc1cc2c(c(=O)n1CCN(C)C)C(c1ccncc1)C(C#N)=C(N)O2 (configuration not stated)
 : i	-2	-8	-0.2	-10	-4	-21	-7	-2
> CCCc1cc(C(=O)NC(C)C2CCCO2)cs1 (configuration not stated)
 : i	1	14	-0.4	-3	-2	6	-7	13
> O=C(c1ccccc1)N1CCSC1=S
 : i	3	-2	2.2	5	2	15	-4	10
> Cc1cc2nc(C3CCCCC3)c(Cc3cccc(F)c3)n2c(C)c1Br
 : i	4	-7	-0.9	-1	-4	8	15	8
> COc1ccc2o/c(=N\O)c(C(=O)Nc3ccccc3OC)cc2c1
 : i	1	-1	-0.2	-12	3	-3	-8	-1
> COc1cc2c(cc1OC)C(c1ccsc1)CC(=O)N2 (configuration not stated)
 : i	1	-3	0.2	-2	3	1	-5	-2
> O=C(c1cc(-c2ccc(O)cc2)on1)N1CCOCC1
 : i	1	-3	1.0	2	-1	-5	-4	11
> COC(CNC(=O)c1cc(S(=O)(=O)N2CCc3ccccc32)ccc1F)OC
 : i	-1	-1	-0.7	-4	6	1	-2	-7
> O=C(Nc1ccc(F)cc1F)c1cccc(C(=O)Nc2ccc(F)cc2F)n1
 : i	-2	-11	-0.1	-2	-1	6	1	3
> CCOC(=O)c1c(NC(=O)Nc2ccc(Cl)cc2)sc(C)c1C
 : i	1	7	-0.2	-1	-12	10	0	-1
> [O-]/C(=C(\C(=S)Nc1cccc2ccccc12)[n+]1ccccc1)c1cccs1
 : i	-3	0	2.9	0	-3	9	1	-12
> CC1=NN(C(=O)c2c(Br)c(C)nn2C)C(O)(C(F)(F)F)C1 (configuration not stated)
 : i	-1	4	0.0	-3	2	-4	-8	11

An excerpt of these results, field by field.
Molecule: O=C(c1ccccc1)N1CCSC1=S
- Neddylation inh: i
- Rin1 Abl inh: 3
- E coli Lon inh: -2
- MsrA inh: 2.2
- bovine MsrA act: 5
- MT1-MMP act inh: 2
- SKN-1 inh: 15
- FAS TE block: -4
- NRP1-CendR mod: 10
Molecule: Cc1cc2nc(C3CCCCC3)c(Cc3cccc(F)c3)n2c(C)c1Br
- Neddylation inh: i
- Rin1 Abl inh: 4
- E coli Lon inh: -7
- MsrA inh: -0.9
- bovine MsrA act: -1
- MT1-MMP act inh: -4
- SKN-1 inh: 8
- FAS TE block: 15
- NRP1-CendR mod: 8
Molecule: COc1ccc2o/c(=N\O)c(C(=O)Nc3ccccc3OC)cc2c1
- Neddylation inh: i
- Rin1 Abl inh: 1
- E coli Lon inh: -1
- MsrA inh: -0.2
- bovine MsrA act: -12
- MT1-MMP act inh: 3
- SKN-1 inh: -3
- FAS TE block: -8
- NRP1-CendR mod: -1

A portion from the list above, for reference:
Value order – Neddylation inh	Rin1 Abl inh	E coli Lon inh	MsrA inh	bovine MsrA act	MT1-MMP act inh	SKN-1 inh	FAS TE block	NRP1-CendR mod
> COC(CNC(=O)c1cc(S(=O)(=O)N2CCc3ccccc32)ccc1F)OC
 : i	-1	-1	-0.7	-4	6	1	-2	-7
> O=C(Nc1ccc(F)cc1F)c1cccc(C(=O)Nc2ccc(F)cc2F)n1
 : i	-2	-11	-0.1	-2	-1	6	1	3
> CCOC(=O)c1c(NC(=O)Nc2ccc(Cl)cc2)sc(C)c1C
 : i	1	7	-0.2	-1	-12	10	0	-1
> [O-]/C(=C(\C(=S)Nc1cccc2ccccc12)[n+]1ccccc1)c1cccs1
 : i	-3	0	2.9	0	-3	9	1	-12
